IDE inh: inhibits human insulin-degrading enzyme in HEK cells; hit rate 0.41% among 320,000; inhibition, % at 5.59 µM; AID 434962; P14735; FAbetaB cleavage, fluorescence polarization;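 active = percent inhibition above the average of all tested compounds plus 3 SD, set per screening campaign, cut at about 16% in these data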;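 note: IDE supplied by intact live HEK cells; FP after avidin binding of uncleaved biotin substrate so inhibition keeps polarization high; 0% = DMSO wells and 100% = 60 µM reference IDE inhibitor Ii1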
GPR7 antag: blocks human GPR7 receptor signaling; hit rate 1.1% among 290,000; inhibition, % at 4.4 µM; AID 1861; GPR7-expressing cells, fluorescence antagonist assay; P48145; in the data active = inhibition above about 16%, passing the limit was not always enough;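 note: cells stimulated with the agonist NPW; 0% = agonist with vehicle and 100% = vehicle without agonist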
Target sequence (P48145 whole entry, looked up): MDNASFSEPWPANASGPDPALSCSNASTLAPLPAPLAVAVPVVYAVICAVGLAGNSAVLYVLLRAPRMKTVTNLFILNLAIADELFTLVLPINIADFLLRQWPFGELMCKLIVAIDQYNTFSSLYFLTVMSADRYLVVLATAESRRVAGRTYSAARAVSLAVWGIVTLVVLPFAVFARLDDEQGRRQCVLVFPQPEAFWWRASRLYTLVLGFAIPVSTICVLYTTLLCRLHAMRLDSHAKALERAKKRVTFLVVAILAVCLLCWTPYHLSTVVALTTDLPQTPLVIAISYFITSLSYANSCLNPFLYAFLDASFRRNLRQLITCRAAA
PHOSPHO1 block: inhibitors of human PHOSPHO1 phosphatase | recombinant PHOSPHO1, absorbance phosphatase assay | AID 1565 | Q8TCT1 | inhibition, % at 13.3 µM | hit rate 1.1% among 290,000; in the data active = inhibition above about 60%
Target sequence (Q8TCT1 whole entry, looked up): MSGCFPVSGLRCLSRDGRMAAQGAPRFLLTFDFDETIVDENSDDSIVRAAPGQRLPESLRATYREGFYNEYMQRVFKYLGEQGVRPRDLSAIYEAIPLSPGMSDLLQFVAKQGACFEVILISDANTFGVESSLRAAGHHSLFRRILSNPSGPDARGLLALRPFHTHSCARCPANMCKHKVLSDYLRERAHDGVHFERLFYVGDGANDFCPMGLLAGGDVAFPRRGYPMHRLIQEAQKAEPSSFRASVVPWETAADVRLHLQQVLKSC
IDE act: IDE (human) activation, cell-based. P14735. hit rate 0.073% among 340,000. HEK cells, FAbeta-B cleavage, fluorescence polarization; 0% vehicle, 100% cell-free pure enzyme wells. activation, % at 5.96 µM;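 active = activation above the mean of all tested compounds plus 3 SD, set per screening campaign, cut at about 17% in these data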
NALP1 inh: NALP1 inhibition | S. cerevisiae NALP1/ASC/caspase-1 growth, X-gal OD620, 72 h | inhibition, % at 10 µM | hit rate 0.61% among 280,000 | AID 2071; in the data active = inhibition mostly above about 24%, no sharp cut-off; inactive = mostly below about 32%; note: some compounds called inactive have numbers as strong as hits
M18AAP inhibitor: PfM18AAP enzyme inhibition; hit rate 1.2% among 290,000; inhibition, % at 7.35 µM; recombinant PfM18AAP, H-Glu-NHMec fluorogenic cleavage;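 active = inhibition above the campaign mean inhibition over all tested compounds plus 3 SD, cut at about 28% in these data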;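 note: 0% = plate median of test compound wells and 100% = 2 mM ZnCl2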
IMP-1 inh: inhibitors of Pseudomonas aeruginosa IMP-1 metallo-beta-lactamase; purified IMP-1, nitrocefin hydrolysis, epi-absorbance fluorescence; inhibition, % at 5.6 µM; hit rate 0.45% among 290,000; AID 1556;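 active = inhibition above the mean plus 3 SD of all compounds in the same screening run, cut at about 4.5% in these data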;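 note: 0% = IMP-1 with DMSO and 100% = DMSO wells lacking enzyme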
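System: Purified recombinant IMP-1 metallo-beta-lactamase enzyme | Measured by: Fluorescence quenching readout, ex 480/em 530 nm | Replication: Singlicate | Incubation: 15 min preincubation plus 25 min reaction at 25 °C | Evaluation: Percent inhibition from optical density relative to buffer-blank wells | Benchmarks: DMSO with and without IMP-1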
VIM-2 inhibitor: inhibitors of Pseudomonas aeruginosa VIM-2 metallo-beta-lactamase. purified VIM-2, nitrocefin hydrolysis, epi-absorbance fluorescence. inhibition, % at 5.6 µM. hit rate 0.89% among 290,000;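 active = inhibition above the mean of all tested compounds plus 3 SD, cutoff set per screening run, cut at about 7.5% in these data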;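 note: red hydrolysis product quenches plate fluorescence so inhibitors raise well fluorescence; 0% = enzyme with DMSO and 100% = DMSO without enzyme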
p-CIP stab down: p/CIP protein destabilization; AID 1984; hit rate 0.01% among 290,000; F442A p/CIP-EGFP cells, EGFP fluorescence, 16 h; Q05BA5; decrease of EGFP signal, % at 10 µM;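 active = EGFP signal decrease of at least 30% at 10 µM or well 3 SD below plate mean, unless failing retest; inactive = the rest, including hits failing retest or dose response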; note: some compounds called inactive have numbers as strong as hits; many of its hits are not listed in these tables
Numbers without * were called inactive; x = no result given.

Value order – IDE inh	GPR7 antag	PHOSPHO1 block	IDE act	NALP1 inh	M18AAP inhibitor	IMP-1 inh	VIM-2 inhibitor	p-CIP stab down
COc1ccc(CCNC(=O)C2CCN(C(=O)c3cccs3)CC2)cc1
    12	-11	-15	4	0	-2	-2.3	-3.0	-1
C=CCSc1nc(N)c(C(=O)Nc2ccccc2)cc1C#N
    -1	11	22	-4	15	2	-1.2	-0.5	9
COc1ccc(C(=S)N2CCCC2)cc1Br
    0	-14	23	4	-11	0	-0.7	0.4	5
S=C(NCc1ccco1)Nc1ccc(N2CCOCC2)cc1
    -4	-2	-17	1	5	21	-3.7	-0.8	-6
CCCCN(CC)c1nc(N)c2c(N)nc(OCC)cc2c1C#N
    4	-3	-13	5	-6	4	-1.9	-0.3	4
c1cc2cn[nH]c2cc1NC1CCCCCC1
    -3	4	-11	-3	6	9	1.2	0.6	-8
O=C(O)CC1(CC(=O)Nc2cc(F)ccc2Cl)CCCCC1
    11	-12	12	-3	8	2	-1.9	-2.0	2
CC1(C)CC(=O)C(C(c2ccc(F)cc2)C2C(=O)CC(C)(C)CC2=O)C(=O)C1
    1	-1	-11	2	19	0	-3.7	2.3	-10
c1ccc(Cc2nnc(N3CCOCC3)c3ccccc23)cc1
    3	-3	-3	-2	6	5	-1.2	-0.5	-19
CC(=O)Nc1nnc(SCC(=O)Nc2ccc3c(c2)OCCO3)s1
    -4	-12	33	5	1	-9	-2.8	0.4	-4
Cc1ccc(/C=C/C(=O)OCC(=O)Nc2cccc(S(=O)(=O)N(C)C)c2)o1
    5	-11	-10	0	37	-4	-3.0	-1.1	-7
CCn1c(/C=C/c2ccccc2F)nc2ccccc2c1=O
    x	-23	39	16	17	-9	-1.4	-0.8	-8
CC(=O)c1ccc(C(=O)N2CCCC(CO)(Cc3ccccc3C)C2)s1 (centres undefined)
    x	-1	x	0	4	-1	-0.9	-0.5	-2
CCCCNC(=O)O[C@H]1C[C@@H]2CCN3C(=O)CCC[C@H]([C@H]1Cc1ccccc1)[C@H]23
    5	2	-30	-5	28	-9	-0.6	-0.1	-1
O=C(NCCN1CCOCC1)C1CCC(=O)N1Cc1ccccc1Cl (centres undefined)
    7	-10	-7	10	10	3	-3.2	-2.8	5

The listing continues.
Short forms: A = IDE inh; B = GPR7 antag; C = PHOSPHO1 block; D = IDE act; E = NALP1 inh; F = M18AAP inhibitor; G = IMP-1 inh; H = VIM-2 inhibitor; I = p-CIP stab down
mol: Cc1ccc(S(=O)(=O)N2CCOCC2)cc1C(=O)NCCN1C(=O)S/C(=C\c2ccccc2Cl)C1=O
  A: 4 | B: -11 | C: 2 | D: 2 | E: 27 | F: 11 | G: -0.2 | H: -1.9 | I: 1

mol: CCOC(=O)C1=C(N)Oc2cc(C)[nH]c(=O)c2C1c1ccncc1 (centres undefined)
  A: 10 | B: -10 | C: 16 | D: 1 | E: -17 | F: -9 | G: -1.7 | H: -2.4 | I: -5

mol: N/C(=N\OC(=O)c1ccc(Br)cc1)c1ccccc1
  A: 3 | B: -8 | C: -13 | D: -1 | E: 4 | F: 1 | G: -3.5 | H: -10 | I: -6

mol: COc1ccc(S(=O)(=O)N(C)C(C)CCc2ccco2)cc1 (centres undefined)
  A: 1 | B: -18 | C: 26 | D: -1 | E: 14 | F: -7 | G: 4.9* | H: 4.4 | I: -8

mol: CCC(=O)Nc1ccc(Cl)c(NC(=S)NC(=O)COc2ccccc2)c1
  A: 3 | B: -5 | C: -24 | D: 4 | E: 9 | F: -1 | G: -1.2 | H: -4.0 | I: 13

mol: CC1CN(S(=O)(=O)c2ccccc2)CC(C)O1 (centres undefined)
  A: -5 | B: 2 | C: -16 | D: 1 | E: 5 | F: 19 | G: 3.4 | H: -1.5 | I: -12

mol: CCOc1ccc(N=C(/C(C(=O)C(=O)N2CCOCC2)=C(/O)c2ccccc2)c2ccccc2)cc1
  A: 2 | B: -13 | C: 19 | D: 2 | E: -4 | F: 1 | G: -0.5 | H: -1.3 | I: -1

mol: Cc1ccc(C)c(-n2c(Cc3cc(=O)[nH]c(=O)[nH]3)nnc2SCC(=O)NCc2ccco2)c1
  A: 12 | B: -8 | C: x | D: 0 | E: x | F: 7 | G: -4.1 | H: -3.9 | I: x

mol: Cc1cccc(N2CCN(C(=O)C3CCC(=O)N(C4CC4)C3)CC2)c1C (centres undefined)
  A: 5 | B: -5 | C: -1 | D: 1 | E: 26 | F: -1 | G: -1.4 | H: -2.0 | I: -6

mol: CCCNC(=O)c1nnsc1S(=O)(=O)c1ccc(Cl)cc1
  A: x | B: 35* | C: 24 | D: -8 | E: 104* | F: -357 | G: -1.8 | H: 2.1 | I: 7

mol: COc1ccc(S(=O)(=O)N2CCN(C(=O)c3ccco3)CC2)cc1C(C)(C)C
  A: 3 | B: -21 | C: 36 | D: -1 | E: 14 | F: 1 | G: -3.2 | H: -1.5 | I: 4

mol: Cc1ccc(NC(=O)COC(=O)C(NS(=O)(=O)c2ccc(Cl)cc2)C(C)O)cc1C (centres undefined)
  A: -4 | B: 0 | C: -35 | D: -4 | E: 20 | F: 2 | G: -3.2 | H: -2.5 | I: -26

mol: CC(C)N(C(=O)COC(=O)c1cccc(C(=O)OCC(=O)N(C(C)C)C(C)C)n1)C(C)C
  A: -2 | B: -13 | C: 44 | D: x | E: 3 | F: -5 | G: -2.7 | H: -3.0 | I: 17

mol: COc1ccc(OC)c(NC(=O)c2[nH]c(C)c(C(C)=O)c2C)c1
  A: 1 | B: -9 | C: -10 | D: -2 | E: 10 | F: -7 | G: -7.2 | H: -1.6 | I: -10

mol: CC(C)(C)NC(=O)NC(=O)COC(=O)c1ccc(OC(F)(F)F)cc1
  A: -5 | B: -8 | C: 3 | D: -1 | E: 19 | F: 1 | G: -4.1 | H: -1.0 | I: -10

12 entries from above, with tabs:
canonical_smiles	IDE inh	GPR7 antag	PHOSPHO1 block	IDE act	NALP1 inh	M18AAP inhibitor	IMP-1 inh	VIM-2 inhibitor	p-CIP stab down
COc1ccc(S(=O)(=O)N(C)C(C)CCc2ccco2)cc1 (centres undefined)	1	-18	26	-1	14	-7	4.9*	4.4	-8
CCC(=O)Nc1ccc(Cl)c(NC(=S)NC(=O)COc2ccccc2)c1	3	-5	-24	4	9	-1	-1.2	-4.0	13
CC1CN(S(=O)(=O)c2ccccc2)CC(C)O1 (centres undefined)	-5	2	-16	1	5	19	3.4	-1.5	-12
CCOc1ccc(N=C(/C(C(=O)C(=O)N2CCOCC2)=C(/O)c2ccccc2)c2ccccc2)cc1	2	-13	19	2	-4	1	-0.5	-1.3	-1
Cc1ccc(C)c(-n2c(Cc3cc(=O)[nH]c(=O)[nH]3)nnc2SCC(=O)NCc2ccco2)c1	12	-8	x	0	x	7	-4.1	-3.9	x
Cc1cccc(N2CCN(C(=O)C3CCC(=O)N(C4CC4)C3)CC2)c1C (centres undefined)	5	-5	-1	1	26	-1	-1.4	-2.0	-6
CCCNC(=O)c1nnsc1S(=O)(=O)c1ccc(Cl)cc1	x	35*	24	-8	104*	-357	-1.8	2.1	7
COc1ccc(S(=O)(=O)N2CCN(C(=O)c3ccco3)CC2)cc1C(C)(C)C	3	-21	36	-1	14	1	-3.2	-1.5	4
Cc1ccc(NC(=O)COC(=O)C(NS(=O)(=O)c2ccc(Cl)cc2)C(C)O)cc1C (centres undefined)	-4	0	-35	-4	20	2	-3.2	-2.5	-26
CC(C)N(C(=O)COC(=O)c1cccc(C(=O)OCC(=O)N(C(C)C)C(C)C)n1)C(C)C	-2	-13	44	x	3	-5	-2.7	-3.0	17
COc1ccc(OC)c(NC(=O)c2[nH]c(C)c(C(C)=O)c2C)c1	1	-9	-10	-2	10	-7	-7.2	-1.6	-10
CC(C)(C)NC(=O)NC(=O)COC(=O)c1ccc(OC(F)(F)F)cc1	-5	-8	3	-1	19	1	-4.1	-1.0	-10

Screening data as filed in PubChem.
